# hgDAF12 agonist = activates the H. glycines DAF-12 receptor ligand-binding domain; activation, % at 6.8 µM; 370,000 compounds, 1.8% hits; HEK293 GAL4-hgDAF12 UAS-luciferase reporter, agonist luminescence; normalized to butyrate control;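 active means activation above a cutoff set at the mean of all screened compounds plus 3 SD, cut at about 10% in these data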;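 further: 0% = DMSO wells and 100% = sodium butyrate wells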
# ADAM10 inh = inhibits human ADAM10; inhibition, % at 7 µM; 370,000 compounds, 0.62% hits; recombinant ADAM10, EDANS/DABCYL FRET peptide cleavage, 3 h; O14672;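 active means inhibition above a per-campaign cutoff equal to the mean of compounds falling between control-based bounds plus 3 SD, cut at about 20% in these data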;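 further: 0% = DMSO wells while the 100% control is not disclosed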
# Target sequence (O14672 214-748 limits assumed): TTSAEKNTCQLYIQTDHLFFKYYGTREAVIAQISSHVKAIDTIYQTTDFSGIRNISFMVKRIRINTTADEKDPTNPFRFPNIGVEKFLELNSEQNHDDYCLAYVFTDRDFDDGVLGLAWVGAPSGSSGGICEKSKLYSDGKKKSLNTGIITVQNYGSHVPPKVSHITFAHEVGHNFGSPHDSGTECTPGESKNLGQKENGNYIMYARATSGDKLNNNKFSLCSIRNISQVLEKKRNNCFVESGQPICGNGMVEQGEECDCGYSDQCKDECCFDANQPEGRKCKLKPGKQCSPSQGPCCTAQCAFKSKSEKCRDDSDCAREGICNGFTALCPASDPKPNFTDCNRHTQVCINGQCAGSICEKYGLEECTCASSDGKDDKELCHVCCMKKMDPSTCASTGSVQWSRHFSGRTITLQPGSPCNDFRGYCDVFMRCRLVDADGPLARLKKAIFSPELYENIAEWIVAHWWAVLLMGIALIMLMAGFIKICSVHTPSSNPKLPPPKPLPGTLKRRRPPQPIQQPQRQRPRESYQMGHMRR
# SMARCA2 activ = increases SMARCA2 function in MMTV reporter cells; MG213 cells, MMTV-luciferase reporter, dexamethasone, overnight; activation, % at 9.1 µM; 370,000 compounds, 1% hits; in the data active means activation above about 7.8%;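 further: 0% = vehicle wells and 100% = reference activator wells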
# ssDAF-12 act = activators of S. stercoralis DAF-12 nuclear receptor; HEK293 ssDAF-12/GRIP1 lit1-tk-luc reporter, luminescence; % of 3 µM dafachronic acid response; activation, % at 6.8 µM; 370,000 compounds, 1% hits;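 active means activation above the mean over all tested compounds plus 3 SD, cut at about 0.9% in these data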;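 further: 0% = DMSO-only wells and 100% = 3 µM delta7-dafachronic acid wells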
# DAX1 inh-1 = NR0B1 (DAX1) inhibition | HEK293 Gal4-DAX1 luciferase reporter, luminescence | inhibition, % at 6.75 µM | 340,000 compounds, 0.99% hits | AID 504766;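 active means inhibition above the mean over all tested compounds plus 3 SD, cut at about 4.2% in these data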;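 further: 0% = DAX1-transfected cells with DMSO and 100% = empty-vector control cells with DMSO; inhibition shows as a rise in luminescence from relieved DAX1 repression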
# hcDAF12 agonist = H. contortus DAF-12 activation, primary screen; HEK293 hcDAF-12 lit1-tk-luc reporter, luminescence; 0% DMSO, 100% Δ7-dafachronic acid; activation, % at 6.8 µM; 370,000 compounds, 1.4% hits; AID 652067;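 active means activation above the mean of all tested compounds plus 3 SD, cut at about 5.5% in these data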;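 further: 100% = response to 3 µM Δ7-dafachronic acid high control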
# HGIII-sPLA2 inh = Inhibits HGIII-sPLA2 liposome hydrolysis, primary screen; QFRET BODIPY PC-A2 liposome hydrolysis, fluorescence; 370,000 compounds, 0.56% hits; inhibition, % at 12.2 µM; Q9NZ20;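 active means inhibition above mean plus 3 SD of compounds lying within the high and low control bounds, cut at about 19% in these data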;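 further: 0% = median of test compound wells and 100% = no enzyme DMSO wells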
# Target sequence (Q9NZ20 whole entry, looked up): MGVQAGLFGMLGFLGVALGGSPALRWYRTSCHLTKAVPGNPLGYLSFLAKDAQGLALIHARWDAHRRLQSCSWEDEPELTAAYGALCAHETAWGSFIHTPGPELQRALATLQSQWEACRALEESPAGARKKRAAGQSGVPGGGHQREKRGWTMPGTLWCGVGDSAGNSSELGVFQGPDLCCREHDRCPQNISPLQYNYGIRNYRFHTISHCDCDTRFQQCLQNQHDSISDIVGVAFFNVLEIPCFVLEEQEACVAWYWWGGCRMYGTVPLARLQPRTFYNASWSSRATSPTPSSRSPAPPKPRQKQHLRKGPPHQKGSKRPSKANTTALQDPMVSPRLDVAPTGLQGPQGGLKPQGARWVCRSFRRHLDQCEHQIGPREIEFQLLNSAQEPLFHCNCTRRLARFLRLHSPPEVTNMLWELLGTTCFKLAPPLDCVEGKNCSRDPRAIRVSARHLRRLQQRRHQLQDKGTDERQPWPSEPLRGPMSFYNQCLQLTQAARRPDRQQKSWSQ
# DAX1 inh-2 = blocks DAX1 repression of SF-1 activated StAR promoter; HEK293T StAR-luciferase reporter, SF-1/DAX-1 repression relief; AID 652010; inhibition, % at 6.8 µM; 370,000 compounds, 1.1% hits;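 active means inhibition above the mean over all tested compounds plus 3 SD, cut at about 3.6% in these data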;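 further: 0% = DAX-1 cells with DMSO and 100% = cells lacking DAX-1 with DMSO; higher inhibition means more luminescence from relief of DAX-1 repression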
# NPR1 activator = GC-A (human) enzyme activation; HEK293 GC-A cells, cGMP TR-FRET, EC30 ANP; 0% at EC30 ANP, 100% saturating ANP; activation, % at 10 µM; 370,000 compounds, 0.14% hits; in the data active means activation above about 40%
# FXN GAA850 act = activators of GAA850 frataxin (FXN) promoter. activation, % at 6 µM. 360,000 compounds, 0.56% hits. HEK293 lucGAA850 FXN promoter luciferase reporter, 24 h; percent of 10 µM SAHA response;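 active means activation above the average of all compounds screened plus 3 SD, cutoff fixed separately per campaign, cut at about 7.5% in these data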;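 further: 0% = DMSO wells and 100% = 10 µM SAHA wells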
# GC-B act = GC-B (human) receptor activation. P20594. HEK293-GC-B cells, CNP EC30, cGMP TR-FRET; 0% at EC30 CNP, 100% saturating CNP. activation, % at 10 µM. 370,000 compounds, 0.11% hits. AID 1920062;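 active means activation at 10 µM reaching about 35% in either raw or pattern-adjusted values, limit read from the data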
# * marks the source's active call; other numbers are inactive results; i = inactive; / = not tested or not shown.
SMILES,hgDAF12 agonist,ADAM10 inh,SMARCA2 activ,ssDAF-12 act,DAX1 inh-1,hcDAF12 agonist,HGIII-sPLA2 inh,DAX1 inh-2,NPR1 activator,FXN GAA850 act,GC-B act
O=C(Nc1ccccc1)N1N=C(c2ccc(F)cc2)CC1c1ccc(F)cc1 (stereo not given),4.8,-4,-1,-1.4,0.6,-0.9,0,-0.1,-2,-2.8,2
COCCn1c(C)cc(C(=O)CSc2nnnn2C2CCCC2)c1C,-9.5,-4,-4,-1.8,-2.6,-1.1,9,-2.0,4,-10,-7
CCCn1c(SCC(=O)c2ccc3c(c2)NC(=O)CO3)nc2ccccc21,-2.7,-1,2,-0.5,-1.1,1.7,-36,-0.9,-1,3.8,-4
CS(=O)(=O)c1ccc(Cl)c(C(=O)NC2CCSc3ccccc32)c1 (stereo not given),1.8,-10,0,-0.2,0.5,1.5,1,-0.5,0,-1.5,1
COc1ccc(-c2[nH]ncc2CN2CCN(Cc3cccs3)CC2)c(F)c1,-2.0,4,0,-1.4,1.9,-2.2,-5,-0.6,-1,-0.7,2
Cc1[nH]nc2c1C(C(C)C)C(C#N)=C(N)O2 (stereo not given),-1.9,-1,0,-1.1,0.6,-0.8,2,-0.1,-2,-3.8,11
COc1ccc2c(C(=O)CCl)c[nH]c2c1,-2.3,-3,0,-0.3,2.3,3.1,-3,-1.5,2,3.2,-6
CC1=C(C(=O)N(C)C)C(c2cccs2)NC(=O)N1 (stereo not given),-1.2,-10,0,-1.6,0.7,-1.0,3,0.1,-8,-0.2,1
COc1cc2ccccc2cc1C(=O)Nc1ccccc1N1CCCC1,0.2,0,-2,0.4,-0.7,3.9,-6,0.1,-11,-0.7,0
CCOc1ccc(CNS(=O)(=O)c2c(C)nc3scc(C)n3c2=O)cc1OC,-1.8,-14,-2,-0.7,0.1,1.5,-3,0.2,1,0.1,-2
CC(C)(C)NC(=O)c1cccnc1Sc1ccccc1,3.0,-10,1,-0.8,-0.4,0.0,-4,-0.7,5,3.5,0
CC(N=C1NC(C)(C)Cc2ccccc21)C(=O)O (stereo not given),-5.9,-1,-2,-1.5,1.1,-0.1,5,0.4,5,-0.4,-1
COc1ccc(-c2cc(C(F)(F)F)nc(NCc3cccnc3)n2)cc1,-0.5,-129,-4,-1.6,0.3,-1.1,-16,-1.2,6,0.1,2
COc1ccccc1N1CCN(/N=C/C=C\c2ccccc2[N+](=O)[O-])CC1,0.1,7,1,-1.9,1.0,-1.4,6,-0.9,0,3.9,-4
CCOC(=O)CC[C@H](NC(=O)Cn1cnc2c(SC)nc(N)nc21)C(=O)OCC,5.0,-22,-1,-1.0,-0.8,-1.6,-3,-0.2,-3,-1.9,3
Cc1nc(Nc2ccc(Br)cc2Br)c([N+](=O)[O-])c(=O)[nH]1,-0.5,-4,0,-1.2,0.9,-1.1,2,0.1,-2,0.0,-7
Cc1ccc(S(=O)(=O)N(CC(=O)Nc2cccnc2)c2ccccc2C)cc1,-0.6,10,1,-1.4,0.6,-1.8,-16,0.0,-8,0.0,-3
CCCCNCc1ccc(OCc2ccc(Cl)nc2)c(OC)c1,2.6,1,-2,-0.7,4.0,1.1,-11,1.5,-2,1.3,5
COCCNC(=S)Nc1ccc2nc(N3CCCC3)cc(C)c2c1,2.3,-304,1,-0.9,1.6,1.4,6,-0.3,10,0.2,1
CCOC(=O)CCCn1ncn2c(cc3occc32)c1=O,4.0,-21,1,-0.9,0.1,-0.2,3,0.9,4,2.7,-4

# In the list so far, these contain a thiophene ring, fused or not.
SMILES,hgDAF12 agonist,ADAM10 inh,SMARCA2 activ,ssDAF-12 act,DAX1 inh-1,hcDAF12 agonist,HGIII-sPLA2 inh,DAX1 inh-2,NPR1 activator,FXN GAA850 act,GC-B act
COc1ccc(-c2[nH]ncc2CN2CCN(Cc3cccs3)CC2)c(F)c1,-2.0,4,0,-1.4,1.9,-2.2,-5,-0.6,-1,-0.7,2
CC1=C(C(=O)N(C)C)C(c2cccs2)NC(=O)N1 (stereo not given),-1.2,-10,0,-1.6,0.7,-1.0,3,0.1,-8,-0.2,1

# Other records follow.
SMILES,hgDAF12 agonist,ADAM10 inh,SMARCA2 activ,ssDAF-12 act,DAX1 inh-1,hcDAF12 agonist,HGIII-sPLA2 inh,DAX1 inh-2,NPR1 activator,FXN GAA850 act,GC-B act
CC1(C(=O)Nc2ccc3c(c2)OCCO3)CN(S(C)(=O)=O)CC(=O)N1Cc1cccs1 (stereo not given),-0.1,-18,1,-1.3,/,-1.8,8,1.0,1,/,6
OC(c1ccccc1)c1nc(-c2cccc(F)c2)cs1 (stereo not given),4.6,11,1,-0.8,/,0.3,-18,0.9,2,1.8,-3
Cc1ccc(-c2cc(C(F)(F)F)n3ncc(C(=O)N4CCN(C)CC4)c3n2)cc1,-0.6,-21,-1,-0.8,0.4,-2.0,2,-1.1,4,0.2,-5
CCCCCCCCCC(=O)N1c2ccccc2NC(=O)C1CC(=O)Nc1ccc(C(=O)O)cc1 (stereo not given),-0.6,2,-2,-1.6,2.2,0.0,-14,0.2,4,-1.0,-1
O=C1NC(c2ccco2)Nc2ccccc21 (stereo not given),-1.5,i,1,-1.1,1.1,-2.2,11,0.2,-2,0.6,3
O=C(Nc1ccccc1C(=O)N1CCOCC1)c1ccc(Cl)cc1,-2.6,-2,-1,-1.3,-1.2,0.6,7,-0.4,-1,1.3,-5
CCOC(=O)c1c(NC(=O)CSc2nc(C)cc(C)c2C#N)sc(C(C)=O)c1C,0.2,-4,0,-0.9,-1.0,-0.5,-4,-0.1,-7,-0.3,-18
Cc1noc(NS(=O)(=O)c2ccc(N/C=C/C(=O)c3cccnc3)cc2)c1C,7.6,-2,7,-0.4,0.3,4.2,-6,2.2,0,-1.6,9
COc1ccccc1-c1csc(NC(=O)c2ccc(N3C(=O)CCC3=O)cc2)n1,-0.4,1,-4,-2.2,-1.6,-4.0,-25,-1.4,14,-0.7,-2
CC1NC(=O)N(C)[C@@H]2NC(=O)N(C)C(c3ccc([N+](=O)[O-])cc3)[C@@H]12 (stereo not given in full),-4.6,0,-2,-0.1,0.2,-1.3,1,-1.0,2,0.2,1
COCCN(CC(=O)Nc1cccc(C)c1C)C(=O)Cn1cnc2ccccc2c1=O,-2.5,-6,-2,-0.6,-0.3,-0.3,0,3.1,-2,0.8,-1
Cn1c(=O)c2cc(NC(=O)Nc3ccccc3)ccc2n1Cc1ccccc1,4.4,i,0,-1.3,/,0.1,-15,2.4,10,0.4,9
CC(C)CN(C(=O)COC(=O)c1ccc2c(c1)OCCO2)c1c(N)n(Cc2ccccc2)c(=O)[nH]c1=O,-0.3,4,2,-1.2,-0.3,-1.0,2,0.9,0,0.5,0
CCOC(=O)c1c(C)nc2c(c1-c1ccc(Cl)cc1)C(=O)CC(C)(C)C2,-3.7,-2,-2,-1.1,-0.6,-1.8,6,-0.6,-6,1.5,-6
S=C(NCCc1ccccc1)N1CCc2ccccc2C1,8.0,-2,3,-0.6,-1.3,-0.8,7,0.4,2,2.4,-2
COc1ccc2oc(C(=O)OCC(=O)NCCc3ccc(S(N)(=O)=O)cc3)c(C)c2c1,0.1,-352,-2,-1.3,-0.8,1.6,-3,-2.9,1,1.2,-5
O=C(Cn1nnc(-c2ccc3c(c2)OCO3)n1)NCc1ccco1,1.1,-2,1,-0.6,0.2,-1.3,3,-0.1,-6,1.3,0
O=C(N/N=C/c1ccc(Cl)c([N+](=O)[O-])c1)c1cnccn1,-0.9,4,4,-1.6,1.1,-1.8,2,0.4,0,1.2,-3
C/C(CC(=O)Nc1ccc(F)cc1)=N\NC(=O)c1ccccn1,11*,0,9.2*,-0.7,0.1,3.7,-11,2.2,-3,2.7,-3
C/C=C/c1ccc(OCCOCCOc2cccc3cccnc23)c(OC)c1,2.9,-2,-2,-2.1,-1.8,-0.8,-21,-0.5,0,0.6,-1
COc1ccc(CNC(=O)CN(C)S(=O)(=O)c2ccc3c(c2)n(C)c(=O)c(=O)n3C)cc1,-1.2,-9,2,-1.2,-0.3,1.3,2,1.1,2,-1.3,-6
Cc1ccc(NC(=O)[C@@H]2CCCN2C(=O)c2cccs2)cc1S(=O)(=O)N1CCCCC1,-0.9,-2,-4,-0.9,0.3,-0.9,3,-2.5,0,-0.8,5
CCCNC(=O)C1(C)CCN(C(=O)c2c(Cl)cccc2Cl)C1 (stereo not given),3.7,-11,-1,-1.2,/,-0.8,5,-0.4,2,-0.1,1
COc1ccc(-n2c(COc3cccc(C)c3)n[nH]c2=S)cc1,0.5,0,1,-0.9,-1.9,-2.2,8,-0.1,-7,3.6,-4
Cc1cccc(CN2C(=O)NC(c3ccccc3)(c3ccccc3)C2=O)c1,-0.6,8,-3,-0.8,0.4,-0.6,-6,-0.4,-18,-0.6,-8
Cc1nnc(SCC(=O)NCc2ccco2)n1Cc1ccccc1,-1.3,-1,1,-0.9,0.4,0.5,8,-0.3,4,-1.4,2
CC1=C(C(=O)N(C)C)CC(CC(=O)NCCCN(C)C)C(=O)N1CCCN1CCCC1=O (stereo not given),0.5,-14,0,-1.0,/,-2.3,1,-1.2,2,/,-2
Cc1ccc(C(=O)CCC(=O)N2CCN(c3ccc(F)cc3)CC2)cc1,-1.1,-4,-1,-1.3,0.2,-0.3,-3,-0.3,-1,0.3,4
O=C(CCc1ccccc1)NCc1ccncc1,2.2,-6,-3,-1.4,2.1,-0.8,11,0.2,-1,1.4,0
CSc1ccc(CN(C)C(C)C(=O)NCc2ccccc2)cc1 (stereo not given),-1.4,-8,-1,-1.0,-0.8,-1.3,-3,-0.5,3,1.0,-1
COc1ccc(-c2n[nH]c(=S)n2-c2ccccc2C)cc1,-0.3,3,0,-1.2,-0.8,-1.5,10,-0.3,3,-0.1,-1
CC(C)COC(=O)c1ccccc1OC(=O)c1ccncc1,1.7,14,0,-1.9,-1.3,-1.5,4,-0.1,-30,1.3,-20
Cc1nc(NC(=O)C2CC2)sc1C,-0.5,-6,-1,-0.8,-0.8,-3.8,11,-0.4,3,2.2,1
COc1ccc(Cc2nnnn2CC(=O)O)cc1,1.9,1,0,-0.5,-0.7,-1.1,1,0.1,6,3.0,-4
Cc1ccc(C2=NN(C(=O)CN3CCN(C4CCS(=O)(=O)C4)CC3)C(c3ccco3)C2)cc1 (stereo not given),0.2,-12,-4,-1.5,-0.4,0.4,8,-0.2,1,1.4,8
CCN(CC)S(=O)(=O)c1cccc(-c2csc(C)n2)c1,1.9,2,-1,-1.3,-0.1,-0.9,-4,-0.5,-1,-0.3,4
O=C(O)c1ccc(N2C(=O)c3ccc(C(=O)c4cccc([N+](=O)[O-])c4)cc3C2=O)cc1,-0.9,3,1,-1.6,-0.8,-0.9,5,0.0,-1,0.1,-5
NC(=O)Nc1cc(Cl)ccc1Cl,1.8,-1,-1,-0.2,0.5,-1.9,0,-0.5,10,-0.3,5
O=C(NCc1cccc(CNC(=O)C(=O)NCC2CCCO2)c1)C(=O)NCC1CCCO1 (stereo not given),-1.7,-4,-2,-1.1,/,-1.5,7,0.0,0,-0.1,-2
COc1cc2c(cc1OC)C(C(N)=O)NCC2 (stereo not given),-0.8,-342,3,-0.9,-0.2,-1.1,3,0.3,2,1.4,4
